Statin myotox sup – suppression of simvastatin myotoxicity; C2C12 myotubes + simvastatin, ATP luminescence, 48 h; scaled: DMSO 0, geranylgeraniol control 100; 0.78% of 330,000 active; AID 602340; rescue of ATP level, % at 7.49 µM;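 active means mean ATP rescue above about 67%, or every replicate alone reaching that limit, limit read from the data, passing the limit was not always enough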;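 further: myotubes were challenged with 10 µM simvastatin during compound exposure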
esBAF inh – SWI/SNF esBAF complex inhibition. mouse ES cells, Bmi1-luciferase knock-in reporter, 24 h; 100% = twice the neutral-well signal. reporter increase, % at 12.5 µM. 2% of 350,000 active. AID 602393; in the data active means activation above about 40%;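 further: 0% = median of the plate's neutral control wells and 100% = double that signal; a rise in the Bmi1 reporter signal indicates esBAF inhibition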
SIRT5 inh – inhibitors of human sirtuin-5 desuccinylase. Q9NXA8. Purified SirT5, succinyl-peptide AMC, trypsin-coupled fluorescence. inhibition, % at 15 µM. 1.1% of 330,000 active. AID 652115; in the data active means inhibition above about 15%
Target sequence (Q9NXA8 whole entry, looked up): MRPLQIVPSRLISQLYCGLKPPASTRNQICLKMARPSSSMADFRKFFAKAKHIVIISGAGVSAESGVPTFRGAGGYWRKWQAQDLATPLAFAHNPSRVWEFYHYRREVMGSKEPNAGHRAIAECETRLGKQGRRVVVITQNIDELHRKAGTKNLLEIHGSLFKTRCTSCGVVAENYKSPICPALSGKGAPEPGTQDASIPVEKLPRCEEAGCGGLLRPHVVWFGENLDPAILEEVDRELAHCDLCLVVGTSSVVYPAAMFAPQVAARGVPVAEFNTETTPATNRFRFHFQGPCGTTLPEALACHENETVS
Cneo AK release – Cryptococcus neoformans lysis via adenylate kinase release. C. neoformans lysis, adenylate kinase release luminescence, 4 h; normalised: neutral wells 0, clomiphene wells 100. lysis activity, % at 15 µM. 0.2% of 360,000 active;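 active means mean lysis activity across replicates of at least 80%, whatever share of replicates individually reach that level; inactive means mean lysis activity below 80%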
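Assay system: Cryptococcus neoformans yeast cells / Dosing: single-point compound dose / Timing: 4 h at 37 °C static, read 1 h later / Measured by: luminescence of released adenylate kinase using an AK detection reagent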
ARNT TACC3 PPI – disruptors of human ARNT/TACC3 interaction; Q9Y6A5; 0.66% of 390,000 active; inhibition, % at 9.99 µM; AlphaScreen His-ARNT PAS-B/GST-TACC3 binding, luminescence; TACC3 fragment carries E629A point mutation;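 active means mean inhibition of replicates at least 50% and at least half of replicates each reaching 50%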;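 further: 0% = complete ARNT plus TACC3 wells and 100% = ARNT alone without TACC3; many hits fall short of the cut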
ERp5 inh – ERp5 (human) disulfide isomerase inhibition. 0.05% of 350,000 active. ERp5 insulin aggregation, absorbance 650 nm, 90 min. inhibition, % at 9.99 µM;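 active means mean replicate inhibition above about 25%, with every replicate also reaching it, limit read from the data, passing the limit was not always enough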
Target sequence (Q15084 whole entry, looked up): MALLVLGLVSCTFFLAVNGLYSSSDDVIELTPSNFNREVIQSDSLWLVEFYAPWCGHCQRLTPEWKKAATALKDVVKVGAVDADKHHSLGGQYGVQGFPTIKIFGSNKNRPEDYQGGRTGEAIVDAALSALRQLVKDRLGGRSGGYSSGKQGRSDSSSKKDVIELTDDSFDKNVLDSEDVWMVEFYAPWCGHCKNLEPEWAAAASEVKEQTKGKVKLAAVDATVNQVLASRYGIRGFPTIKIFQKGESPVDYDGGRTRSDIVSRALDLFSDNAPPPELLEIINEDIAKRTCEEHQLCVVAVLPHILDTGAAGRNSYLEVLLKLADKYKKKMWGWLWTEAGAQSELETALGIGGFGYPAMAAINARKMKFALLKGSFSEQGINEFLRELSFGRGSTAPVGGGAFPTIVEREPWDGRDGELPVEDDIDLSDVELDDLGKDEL
miR122 inh – miR-122 inhibition in Huh7 cells; activation (reporter increase), % at 12.5 µM; AID 602342; Huh7 miR-122 Renilla luciferase sensor, 48 h; neutral wells = 0, positive control = 100; 0.3% of 340,000 active;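 active means mean replicate activation score at least 90 and every replicate individually at or above 90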;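 further: higher luciferase means less miR-122 activity so hits act as miR-122 inhibitors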
Starred values were filed as active, the others as inactive; x = not tested or not shown; [ ] = remark or other dose.

The line under a structure holds: Statin myotox sup	esBAF inh	SIRT5 inh	Cneo AK release	ARNT TACC3 PPI	ERp5 inh	miR122 inh
- CC1CN(c2ccc([N+](=O)[O-])cc2C#N)CC(C)O1 (stereo not drawn)
  1.5	1.8	0.0	0.1	2.0	-4.2	-6.0
- S=C(NCc1cccnc1)Nc1ccc(Oc2ccc(Cl)cc2)cc1
  1.2	-8.0	-2.5	0.0	-6.4	1.6	6.9
- CN1C(=O)c2cc(NC(=O)c3ccc(F)c(F)c3)ccc2OC[C@@H]2O[C@@H](CC(=O)N3CCOCC3)CC[C@H]21
  27.2	4.9	0.9	42.7	1.7	5.7	-10.0[16.7 µM]
- CC(C)NC(=O)Nc1ccc2c(c1)CC(=O)N([C@H](C)CO)C[C@H](C)[C@H](CN(C)C(=O)Nc1ccc3c(c1)OCO3)O2
  -8.5	-2.9	5.5	8.3	6.8	-12.4	-5.3[16.7 µM]
- Cc1ccc[n+](CC(=O)c2ccc(NC(=O)c3ccccc3)cc2)c1
  x	x	1.8	x	1.8	2.5	x
- COc1cccc(CNC(=O)COc2cccc(-n3cnnn3)c2)c1
  14.1	0.0	-7.6	0.6	0.2	-5.9	x
- O=C(Cc1cccs1)NCc1ccccc1
  57.3	14.4	x	-5.3	-3.3	x	-5.7
- COCC(=O)N1C[C@@H](C)[C@@H](OC)CN(C)C(=O)c2ccc(NC(=O)c3cc(C)on3)cc2OC[C@@H]1C
  -8.9	-1.5	34.1*	-1.6	-8.5	5.7	x
- O=C(Cc1ccccc1)N[C@@H]1C=C[C@H](CC(=O)N2CCCCC2)O[C@H]1CO
  -1.3	-2.9	0.4	0.1	-1.9	1.9	x
- Cc1c(Cl)cccc1Nc1nc(N)nc(CN2CCc3ccccc3C2)n1
  x	x	x	4.0	16.9	x	13.1
- CC(=O)c1cccc(NC(=O)CN2C=NS(=O)(=O)c3ccc(C)cc32)c1
  -8.1	0.5	-3.7	19.7	0.1	-3.6	-4.0
- COc1cccc(S(=O)(=O)Nc2ccc3c(c2)[C@H]2C[C@@H](CC(=O)N[C@@H](C)c4ccccc4)O[C@H](CO)[C@H]2O3)c1
  0.3	10.6	-3.0	0.0	-19.1	-0.5	-2.4[16.7 µM]
- Nc1ccc2oc(-c3ccc4nc[nH]c4c3)nc2c1
  -9.2	-34.9	x	-4.6	-5.6	x	-15.6
- COc1ccc([N+](=O)[O-])cc1NC(=O)COC(=O)Cc1cc(OC)c(OC)c(OC)c1
  x	x	x	0.5	0.8	x	4.6
- COc1ccc(N(CCC#N)S(=O)(=O)c2ccc(Cl)cc2)cc1
  48.3	1.6	x	x	21.6	x	16.6
- c1ccc(-c2cnnn2-c2ccccc2)cc1
  5.3	-4.3	-1.1	-1.7	-5.2	5.8	-2.8
- O=C(NCCCN1CCOCC1)c1ccc(/C=C2\Oc3ccccc3N(Cc3ccccc3F)C2=O)cc1
  1.3	-6.6	-4.4	-1.3	1.3	2.2	-6.1
- O=C(OCC(=O)N1CCN(C(=O)c2ccco2)CC1)c1cc(-c2ccco2)nc2ccccc12
  -2.5	-11.0	-0.5	-5.9	x	-15.6	0.7
- COc1ccc(NC(=O)c2oc3ccccc3c2C)cn1
  -5.7	43.0*	0.6	1.3	-3.0	0.5	x
- Cc1cccc(OCCCC(=O)NNC(=O)c2ccc(F)cc2)c1
  7.2	-0.8	-0.3	1.7	-0.9	6.4	-6.2

Further results
The line under a structure holds: Statin myotox sup	esBAF inh	SIRT5 inh	Cneo AK release	ARNT TACC3 PPI	ERp5 inh	miR122 inh
- O=C(C[C@@H]1CC[C@@H]2[C@H](COC[C@H](O)CN2S(=O)(=O)c2ccc(Oc3ccccc3)cc2)O1)Nc1ccccc1
  -4.2	17.2	10.7	1.9	2.1	0.7	-9.4[16.7 µM]
- Cc1ccc(N2C(=O)N(CC(=O)Nc3ccc(C)cc3[N+](=O)[O-])C(=O)C2C)cc1 (stereo not drawn)
  -8.3	16.2	-0.9	-0.5	5.4	5.5	x
- CS(=O)(=O)c1ccc(-c2nnc(NC(=O)C3=COCCO3)o2)cc1
  3.2	10.1	6.0	-0.6	36.9	1.7	x
- CCC(C)OC(=O)c1cc(C)nc2c(Br)cc(Br)cc12 (stereo not drawn)
  x	x	x	-0.7	0.4	x	0.8
- Cc1ccc(C(=O)NCCN(C)C)c(C)c1
  23.8	-0.1	x	-1.5	1.5	x	-21.6
- COc1cccc(Nc2nnc(SCC3CCCCO3)s2)c1 (stereo not drawn)
  x	x	-0.7	x	4.2	2.7	x
- CC(=O)Nc1ccc(C(=O)N2CCCC2)cc1
  x	-12.4	2.1	0.1	x	1.1	-0.5
- O=C(C[C@H]1CC[C@@H]2[C@H](COC[C@@H](O)CN2C(=O)c2ccccc2)O1)NCc1cccc(F)c1
  8.6	-3.9	-2.1	0.4	1.0	-3.2	-7.3[16.7 µM]
- CC(C(=O)NC1CCCC1)N(c1ccc(Oc2ccccc2)cc1)S(C)(=O)=O (stereo not drawn)
  x	x	0.9	x	-9.0	5.7	x
- CCc1cc(Cn2nc(-c3ccccc3)cc2C(=O)NCc2cccc(Br)c2)on1
  -24.3	7.1	x	4.4	1.5	-5.6	x
- CC(C)c1c(O)nc(SCCOc2ccc(Cl)cc2)[nH]c1=O
  x	x	-2.2	0.5	8.1	6.0	-5.6
- CO[C@H]1CC[C@H]2CCN(C)C(=O)CCCN(C)C(=O)c3cc(C#N)ccc3OC[C@@H]1O2
  -19.1	-0.8	-0.4	-0.4	-5.4	-2.0	x
- CCCCCC(=O)OC(CN1CCCCC1)CN1CCCC1=O (stereo not drawn)
  -7.2	-8.7	x	0.3	1.1	x	-4.4
- Cc1cc2nc(NC(=O)C3(C)CCCN(C(C)C)C3)[nH]c2cc1C (stereo not drawn)
  -0.1	7.7	-2.5	-0.6	x	-12.5	-0.2
- COc1ccc(Cl)cc1S(=O)(=O)NC(C)C(=O)NCc1ccc2c(c1)OCO2 (stereo not drawn)
  -8.8	1.9	-4.0	-2.4	-7.7	-4.8	6.3
- CN1CCN(C(=O)C[C@@H]2CC[C@@H]3[C@H](COC[C@H](O)CN3C(=O)Cc3ccccc3)O2)CC1
  -10.6	0.2	-0.2	1.0	3.5	-3.5	-0.9[16.7 µM]
- COc1ccc(CCN(C)C(=O)c2oc3ccccc3c2C)cc1OC
  16.6	-2.0	-4.8	-2.5	-1.7	0.2	-5.8
- CCN1[C@H](C(=O)N(C)C)[C@@H](CO)[C@@H]2Cn3c(ccc(-c4ccc(OC)cc4)c3=O)[C@@H]21
  6.8	0.7	-9.1	-3.5	4.2	3.5	-6.6[16.7 µM]
- CC1CN(c2nc3ccccc3nc2NS(=O)(=O)c2ccccc2)CC(C)O1 (stereo not drawn)
  -14.7	-8.9	x	-0.3	-5.8	1.3	-9.7
- COc1ccc(CC(=S)N2CCOCC2)cc1
  -15.3	-44.0	x	0.6	x	x	-3.0

Four of the compounds above, with each value named.
mol: CCc1cc(Cn2nc(-c3ccccc3)cc2C(=O)NCc2cccc(Br)c2)on1
  Statin myotox sup: -24.3
  esBAF inh: 7.1
  SIRT5 inh: x
  Cneo AK release: 4.4
  ARNT TACC3 PPI: 1.5
  ERp5 inh: -5.6
  miR122 inh: x
mol: Cc1ccc(C(=O)NCCN(C)C)c(C)c1
  Statin myotox sup: 23.8
  esBAF inh: -0.1
  SIRT5 inh: x
  Cneo AK release: -1.5
  ARNT TACC3 PPI: 1.5
  ERp5 inh: x
  miR122 inh: -21.6
mol: O=C(C[C@H]1CC[C@@H]2[C@H](COC[C@@H](O)CN2C(=O)c2ccccc2)O1)NCc1cccc(F)c1
  Statin myotox sup: 8.6
  esBAF inh: -3.9
  SIRT5 inh: -2.1
  Cneo AK release: 0.4
  ARNT TACC3 PPI: 1.0
  ERp5 inh: -3.2
  miR122 inh: -7.3[16.7 µM]
mol: CCC(C)OC(=O)c1cc(C)nc2c(Br)cc(Br)cc12 (stereo not drawn)
  Statin myotox sup: x
  esBAF inh: x
  SIRT5 inh: x
  Cneo AK release: -0.7
  ARNT TACC3 PPI: 0.4
  ERp5 inh: x
  miR122 inh: 0.8

(continued)
The line under a structure holds: Statin myotox sup	esBAF inh	SIRT5 inh	Cneo AK release	ARNT TACC3 PPI	ERp5 inh	miR122 inh
- CCC(C(=O)NCCCN1CCN(CCCNC(=O)C(CC)c2ccccc2)CC1)c1ccccc1 (stereo not drawn)
  -10.0	15.6	2.1	-1.6	0.3	-1.5	x
- O=C(Nc1ccc2c(c1)CCC2)C1CCCN(c2ncccn2)C1 (stereo not drawn)
  2.4	62.0*	x	-0.4	-2.3	x	6.1
- CCCNC(=O)C(Sc1ccccc1)c1ccccc1 (stereo not drawn)
  4.7	4.2	x	8.0	x	-0.2	-5.0
- CO[C@H]1CN(C)C(=O)c2ccc(NC(=O)C3CC3)cc2OC[C@H](C)N(Cc2cc(F)ccc2F)C[C@@H]1C
  13.1	30.9	3.0	-5.0	-1.8	-0.6	x
- O=C(c1ccccc1)c1sc(Nc2ccc3c(c2)OCO3)nc1-c1ccccc1
  -27.3	4.6	-2.2	-28.1	x	-2.1	-4.7
- COc1ccc(-c2[nH]ncc2-c2cscn2)c(O)c1
  x	x	-2.0	x	x	2.8	-2.8
- CCOC(=O)CNC(=O)CSc1nc(N)cc(N)n1
  -3.9	10.2	x	1.2	-4.5	x	-2.6
- O=C(c1cccc(F)c1)N1C[C@@H]2[C@H](c3ccccc31)[C@@H](CO)N2C(=O)C1CCCCC1
  4.4	0.2	2.7	-6.5	5.0	4.1	19.9[16.7 µM]
- O=C(N[C@@H]1CC[C@@H](CC(=O)N2CCOCC2)O[C@@H]1CO)c1cccc(F)c1
  -12.9	8.9	1.1	-6.6	43.7	-4.1	x
- Cc1cc(=O)n2[nH]nnc2n1
  -13.4	-4.5	-2.5	-5.1	3.8	0.2	-0.3
- N#CC1=C(SCC(=O)c2ccc(Cl)cc2)NC2=C(C(=O)CCC2)C1c1ccco1 (stereo not drawn)
  x	x	x	0.7	4.3	x	1.8
- O=[N+]([O-])c1cc(Cl)ccc1N1CCN(c2ccccc2O)CC1
  x	x	-5.0	x	15.2	-1.2	-1.4
- C[C@H]1CN([C@@H](C)CO)C(=O)Cc2cc(NC(=O)Nc3cccc4ccccc34)ccc2O[C@H]1CN(C)Cc1ccc(C(F)(F)F)cc1
  -32.5	2.8	-2.1	3.8	4.2	69.0*	-6.6[16.7 µM]
- CC(=O)c1ccccc1NS(=O)(=O)c1c(C)nn(-c2ccccc2)c1C
  3.2	-2.5	x	0.2	28.8	x	-8.1
- CC(C)[C@@H](C(=O)NC1CC1)N1C(=O)N2CCc3c([nH]c4ccccc34)[C@@]2(C)C1=O
  4.4	-2.2	x	2.0	1.6	-5.8	6.6
- O=S(=O)(c1cccs1)N1CCCCN2[C@H](CO)[C@H](c3ccc(-c4ccccc4)cc3)[C@@H]2C1
  15.4	3.2	5.0	0.4	4.0	12.0	-5.8[16.7 µM]
- COc1ccc(S(=O)(=O)Nc2ccccc2C(=O)N2CCOCC2)cc1OC
  10.2	8.2	-2.7	-3.1	-9.9	-0.3	-4.3
- O=c1[nH]c(NCc2ccccc2)nc2c1CCCC2
  15.9	4.2	x	-0.4	x	x	-3.6
- Cc1sc(-n2cccc2)c(C(=O)O)c1C
  2.0	2.7	x	-12.6	-2.2	x	-7.8
- CCCCn1c(N)c(N(CCOC)C(=O)CSc2nnc(C)n2-c2ccc(OC)cc2)c(=O)[nH]c1=O
  7.2	0.0	-3.7	x	-13.4	6.6	-2.1

Further records
The line under a structure holds: Statin myotox sup	esBAF inh	SIRT5 inh	Cneo AK release	ARNT TACC3 PPI	ERp5 inh	miR122 inh
- C(CCCN1CCCCC1)CCN1CCCCC1
  x	x	-3.8	-1.5	1.6	x	-0.6
- CC1(C(=O)Nc2nccs2)CCN1C(=O)C1(c2ccccc2)CC1 (stereo not drawn)
  -3.0	0.8	0.8	-1.1	x	3.2	-0.3
- C[C@H](C(O)c1ccccc1)N(C)C(=O)CN (stereo partly drawn)
  -1.2	-1.4	-3.8	0.1	1.4	-0.3	-4.7
- COc1ccc([C@@H]2C[C@H]3CN(Cc4ccccc4OC)C(=O)[C@]34CCCN24)cc1C
  11.4	0.4	-0.6	0.2	-20.2	-1.0	15.6
- C=CCSc1nc2sc3c(c2c(=O)n1-c1ccc(C)cc1)CCN(C)C3
  35.5	8.9	-10.0	5.6	6.9	1.2	2.4
- CN(c1ccc([N+](=O)[O-])cc1C(N)=O)C1CCCCC1
  x	x	5.4	x	-0.1	-3.9	x

High-throughput results from PubChem BioAssay.
